Screening data deposited in PubChem by several laboratories.
NadD inh: blocks S. aureus nicotinate mononucleotide adenylyltransferase; inhibition, % at 20 µM; 360,000 tested, 0.78% active; purified NadD enzyme, colorimetric absorbance read-out; in the data active = inhibition above about 26%; note: some compounds past the cut are filed as inactive
CSN inh: blocks human CSN-mediated cullin deneddylation; Q92905; Purified CSN, SCF-Nedd8-OG deneddylation, fluorescence polarization; inhibition, % at 12.5 µM; 360,000 tested, 0.38% active; AID 651999;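 active = pattern-corrected inhibition above about 35%, with an unprinted fluorescence ratio check between 0.5 and 1.5, limit read from the data, passing the limit was not always enough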;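 note: 0% = enzyme with substrate and 100% = substrate without enzyme; some results filed as inactive read as strong as hits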
Target sequence (Q92905 whole entry, looked up, one chain of several): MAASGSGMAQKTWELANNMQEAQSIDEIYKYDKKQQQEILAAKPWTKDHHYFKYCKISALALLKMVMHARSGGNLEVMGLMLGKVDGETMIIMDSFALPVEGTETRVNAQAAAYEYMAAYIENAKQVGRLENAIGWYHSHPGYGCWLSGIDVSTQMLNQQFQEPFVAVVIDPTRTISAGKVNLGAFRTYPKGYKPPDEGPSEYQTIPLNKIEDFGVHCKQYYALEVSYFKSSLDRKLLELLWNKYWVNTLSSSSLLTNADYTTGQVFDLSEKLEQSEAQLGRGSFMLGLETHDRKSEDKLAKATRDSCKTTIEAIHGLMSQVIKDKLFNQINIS
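Assay system: purified human Csn5 enzyme expressed in HEK293T cells; Input: 0.24 nM Csn5 enzyme, final concentration; Reagent: 10 nM SCFSkp2-Nedd8OG; Compound dosing: 12.5 µM single point; Times: reaction 90 min, room temperature; Technique: fluorescence polarization readout.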
SKN-1 block: C. elegans SKN-1 inhibition | 360,000 tested, 0.49% active | C. elegans VP596 Pgst-4::GFP/RFP ratio, acrylamide-induced, 24 h | inhibition, % at 21.8 µM | AID 624304;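 active = interference check ratio from 0.5 to 1.5 plus GFP to RFP signal ratio inhibition reaching or exceeding a fixed threshold, cut at about 30% in these data, passing the limit was not always enough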; note: some compounds called inactive have numbers as strong as hits
MLLE-PAM2 inh: inhibitors of microRNA-mediated deadenylation, human PABP1 MLLE binding; P11940; 360,000 tested, 0.36% active; GST-MLLE / FITC-PAM2 fluorescence polarization; inhibition, % at 20 µM; AID 588489; in the data active = inhibition above about 35%, passing the limit was not always enough;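 note: plate controls were DMSO wells with GST-MLLE for no effect and wells lacking GST-MLLE protein for full effect; some results filed as inactive read as strong as hits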
Target sequence (P11940 whole entry, looked up): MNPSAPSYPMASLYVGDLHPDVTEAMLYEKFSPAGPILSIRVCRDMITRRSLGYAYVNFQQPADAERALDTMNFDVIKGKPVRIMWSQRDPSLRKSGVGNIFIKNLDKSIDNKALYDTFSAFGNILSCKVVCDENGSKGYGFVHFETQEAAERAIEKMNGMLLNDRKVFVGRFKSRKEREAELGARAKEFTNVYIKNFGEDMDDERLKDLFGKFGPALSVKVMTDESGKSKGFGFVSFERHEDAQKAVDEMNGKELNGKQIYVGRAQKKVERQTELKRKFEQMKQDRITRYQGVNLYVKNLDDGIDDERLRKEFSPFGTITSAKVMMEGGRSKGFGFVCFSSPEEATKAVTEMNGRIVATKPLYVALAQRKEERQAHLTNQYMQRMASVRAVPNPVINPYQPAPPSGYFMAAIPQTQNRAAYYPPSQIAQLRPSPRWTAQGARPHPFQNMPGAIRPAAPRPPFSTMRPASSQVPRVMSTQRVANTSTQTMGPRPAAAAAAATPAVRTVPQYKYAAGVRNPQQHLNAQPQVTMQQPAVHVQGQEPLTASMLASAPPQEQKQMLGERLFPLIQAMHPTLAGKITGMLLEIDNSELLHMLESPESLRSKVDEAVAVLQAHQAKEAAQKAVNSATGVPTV
FAS TE block: blocks the thioesterase domain of human fatty acid synthase | inhibition, % at 15 µM | recombinant FAS-TE, OMFH fluorogenic substrate, fluorescence endpoint | 360,000 tested, 0.67% active;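 active = compounds whose normalised, plate-corrected inhibition of enzyme fluorescence in the single-dose primary screen is 50% or more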;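 note: 0% = DMSO with enzyme and 100% = substrate without enzyme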
MT1-MMP act inh: inhibitors of human MT1-MMP activation; 360,000 tested, 0.061% active; GFP/RFP ratio change, % at 20 µM; P50281; AID 651647; HT1080 RFP-PRO-GFP cells, GFP/RFP ratio fluorescence, overnight; percent of plate control window, DMSO zero;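 active = GFP/RFP ratio change of at least 30% with cell ATP level not reduced by more than half and red fluorescence within 50% of control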; note: strong numbers were not always called active
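Material – HT1080 RFP-PRO-GFP cells · Control set – DMSO wells and RFP-L50D-GFP cells · Incubation – overnight cell settling, then overnight compound exposure, 37 °C, 5% CO2 · Compound dosing – single-point 20 µM compound, 1% DMSO · Read-out – GFP/RFP fluorescence ratio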
Rpn11 block: blocks the human proteasome subunit Rpn11; O00487; human 26S proteasome, Ub4-pepOG fluorescence polarization; 20S core pre-blocked with epoxomicin; 360,000 tested, 0.59% active; AID 588493; calls only at 20 µM;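 active = inhibition at 20 µM, scaled to each plate's controls, above about 33%, limit read from the data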
Rin1 Abl inh: inhibitors of human Rin1-Abl protein interaction. TR-FRET Rin1/Abl binding, biochemical. inhibition, % at 7.35 µM. 360,000 tested, 0.4% active; in the data active = inhibition above about 5%, passing the limit was not always enough
Neddylation inh: inhibitors of human cullin neddylation; P61081+Q13564; TR-FRET cullin neddylation, biochemical; calls only at 25 µM; AID 651699; 360,000 tested, 0.58% active; in the data active = inhibition above about 36%
* marks the source's active call; other numbers are inactive results; i = inactive; x = no result given; + = active, no number. Rows were taken by chance; about 3.9% have a hit in one of these screens.

cpd	Compound	MT1-MMP act inh	CSN inh	Neddylation inh	NadD inh	Rin1 Abl inh
1	CCCCN(C)CCn1c(=S)[nH]c2ccc(N3CCOCC3)cc2c1=O	4	3	x	0	-3
2	COc1ccc(NS(=O)(=O)c2cc(NC(=O)C(CC(C)C)NC(N)=O)ccc2N2CCOCC2)cc1 (stereo not drawn)	0	-3	i	3	-1
3	Cc1cc(NC(=O)CCC2CCCC2)no1	1	-1	i	-3	-3
4	C=CCn1c(SCC(=O)Nc2c(C)n(C)n(-c3ccccc3)c2=O)nc2scc(-c3ccccc3)c2c1=O	-12	4	i	8	0
5	CC(C)(C)Cc1nnc(NC(=O)CCc2ccccc2)s1	3	1	i	-3	4
6	CCOc1ccccc1NC(=O)CN(C)S(=O)(=O)c1cccc2nsnc12	3	2	i	-1	-1
7	COCCN(C(=O)CSc1nncn1-c1ccccc1)c1c(N)n(Cc2ccccc2)c(=O)[nH]c1=O	1	0	i	2	-2
8	COc1cccc(/C=C2/C(=O)NN(c3ccccc3)C2=O)c1	-5	5	i	-1	3
9	CCC(=O)N1CCC2(CC1)Oc1ccc(F)cc1C(=O)C21CC(c2ccccc2)=NO1 (stereo not drawn)	5	1	i	-1	-2
10	COc1ccc(Cn2nnnc2C(CC(C)C)N2CCN(c3ccccc3)CC2)cc1 (stereo not drawn)	-9	-1	i	0	-4
11	CC(=O)c1cccc(CN2CCCC(CCC(=O)NCc3ccccc3F)C2)c1 (stereo not drawn)	1	-1	i	-13	1
12	COC(=O)C1=CN(Cc2ccccc2)C=C(C(=O)OC)C1c1ccc(OC)c(OC)c1	4	3	x	-7	-3

cpd	MLLE-PAM2 inh	SKN-1 block	Rpn11 block	FAS TE block
1	-6	-3	i	-5
2	-9	13	i	-1
3	6	5	i	-4
4	-14	-2	i	9
5	-1	4	i	-7
6	3	28	i	6
7	0	-5	i	-4
8	17	16	i	-3
9	0	-1	i	0
10	11	8	i	30
11	-8	8	i	-2
12	10	23	i	9

Next compounds
cpd	Compound	MT1-MMP act inh	CSN inh	Neddylation inh	NadD inh	Rin1 Abl inh
13	C#CCn1c(=NC(=O)c2cccs2)sc2cccc(OC)c21	-4	-2	i	-4	-8
14	COc1cc(/C(C)=N/NC(=O)CN2CCN(S(=O)(=O)c3ccc(C)cc3)CC2)ccc1O	1	2	i	-7	-4
15	COc1ccccc1-c1cc(C(F)(F)F)nc(S(=O)(=O)CCCC(=O)O)n1	-22	1	i	-6	-4
16	CN(C)C1N(C(=O)c2ccccc2)N=C2c3ccccc3S(=O)(=O)N21 (stereo not drawn)	1	-1	i	-4	3
17	O=C(OCC(=O)N1c2ccccc2Sc2ccccc21)c1cccnc1	-3	4	i	5	2
18	COc1ccccc1OCCC(=O)OCC(=O)NCc1ccc(F)cc1	0	-7	i	-6	0
19	S=c1[nH]nc(CNc2ccc(Cl)cc2)n1Cc1ccccc1	6	-6	i	3	2
20	CC1CCCC(NC(=O)c2ccc3c(c2)NC(=O)CS3)C1C (stereo not drawn)	-1	1	i	2	1
21	Cc1ccc(N2C(=O)C(Cl)=C(N3CCOCC3)C2=O)cc1Cl	4	-1	i	-7	0
22	OCCn1nc2c3ccccc3nc-2n(-c2ccccc2)c1=S	1	-1	i	2	4
23	COc1ccc(-c2noc(C(C)n3nc(C)c([N+](=O)[O-])c3C)n2)cc1OC (stereo not drawn)	-1	-2	i	-8	1
24	CC(=O)c1cn(CC(=O)Nc2ccc(C)cc2C)c2ccccc12	2	-7	i	-3	-5

cpd	MLLE-PAM2 inh	SKN-1 block	Rpn11 block	FAS TE block
13	2	7	+	16
14	-6	-8	i	2
15	13	22	i	-5
16	-16	-2	i	-2
17	-17	4	i	3
18	-4	15	i	-5
19	-92	1	i	-2
20	2	7	i	0
21	13	8	i	12
22	9	2	i	-7
23	-7	1	i	18
24	-12	23	i	1

Remaining list, next part:
cpd	Compound	MT1-MMP act inh	CSN inh	Neddylation inh	NadD inh	Rin1 Abl inh
25	CCCCCC(=O)N1C[C@H](O)[C@@H](n2cc(COC(=O)c3ccccc3)nn2)C[C@@H]1c1ccc(OC)cc1	6	-3	i	1	-1
26	Cc1ccc(NC(=O)CCCc2ccccc2)nc1	7	-7	i	-11	2
27	CCOC(=O)c1c(C)[nH]c(C(=O)/C(C#N)=C/c2ccc(OC)c(OC)c2)c1C	-26	2	i	-2	3
28	O=C1C2C(c3ccccc3)CC=CC2[C@H](c2ccoc2)N1Cc1ccccc1 (stereo partly drawn)	-9	-3	i	1	-3
29	Cc1cc(C)n(CC(=O)NC2C(=O)N3C(C(=O)O)=C(CSc4nnc(C)s4)CSC23)n1 (stereo not drawn)	-5	3	i	-6	7
30	CN1CCN(C(=O)c2ccc(-c3ccc(Br)cc3)o2)CC1	1	-2	i	2	-3
31	Cc1ccc2oc(=O)c(/C=C(\O)C(C)(C)C)nc2c1	2	2	i	-5	1
32	O=C(CSc1nccn(-c2ccc(Br)cc2)c1=O)NC1CCCC1	1	-3	i	-1	0
33	O=C(Nc1ccccc1C(F)(F)F)c1ncn[nH]1	4	-2	i	-4	-1
34	COc1ccc(CNc2nc3ccccc3n2C(C)C)c(O)c1	2	-1	i	-9	-1
35	O=C(NCCc1ccccc1)C1CC(=O)N(C2CCCCC2)C1 (stereo not drawn)	-2	0	i	2	2
36	CCN1CCN(c2ccc(S(=O)(=O)N3CCOCC3)cc2NC(=O)/C=C/c2cccc(OC)c2OC)CC1	-5	5	i	-6	-1

cpd	MLLE-PAM2 inh	SKN-1 block	Rpn11 block	FAS TE block
25	-4	7	i	1
26	-8	-4	i	-1
27	4	18	i	-12
28	-10	2	i	33
29	35	6	i	-3
30	5	6	i	0
31	8	1	i	-6
32	45*	9	i	-2
33	6	-10	i	-8
34	2	13	i	6
35	12	14	i	-6
36	-48	13	i	-3

As entered above.
In NadD inh, compound 26 shows -11
In CSN inh, compound 27 shows 2
In Rin1 Abl inh, compound 33 shows -1
In MT1-MMP act inh, compound 30 shows 1
In MT1-MMP act inh, compound 36 shows -5
In NadD inh, compound 31 shows -5

The results go on:
cpd	Compound	MT1-MMP act inh	CSN inh	Neddylation inh	NadD inh	Rin1 Abl inh
37	O=C(N/N=C/c1ccccn1)c1cc(-c2ccc3ccccc3c2)n[nH]1	4	41*	i	17	-2
38	CCOc1ccc(Br)cc1S(=O)(=O)Nc1cccc(S(=O)(=O)Nc2ccccc2C(=O)O)c1	1	3	i	11	0
39	COc1ccc(-c2nc(-c3ccccc3OC)no2)cc1OC	4	-1	i	-10	-5
40	CSCCC(Nc1ccc(S(=O)(=O)N2CCOCC2)cc1[N+](=O)[O-])C(=O)OCC(=O)NCC(C)C (stereo not drawn)	2	-4	i	2	-1
41	CC(=O)c1cccc(NC(=O)C(C)OC(=O)CCc2nc3ccccc3c(=O)[nH]2)c1 (stereo not drawn)	-1	5	i	-2	-5
42	CC(=O)N=c1c(C#N)cc2c(=O)n3ccccc3nc2n1Cc1ccccc1	-5	30	x	5	2
43	COc1cc(OC)cc(C(=O)NC(C(=O)N2CCC2)C(C)C)c1 (stereo not drawn)	0	-2	i	-5	0
44	O=C(c1sccc1Br)N1CCN(Cc2ccc3c(c2)OCO3)CC1	-4	-5	i	5	3
45	CCn1c(CNc2ccc(F)cc2)nnc1SCC(=O)N1CCCc2ccccc21	-8	-5	i	-1	4
46	O=C(NN1C(=O)c2ccccc2C1=O)C1CC2CCC1C2 (stereo not drawn)	x	-7	i	-1	-3
47	O=S(=O)(NCCCN1CCOCC1)c1ccc(Cl)s1	-1	1	i	-1	0
48	CCOC(=O)N1CCN(CC(=O)Nc2ccc(F)c(F)c2F)CC1	-2	3	i	-3	-2

cpd	MLLE-PAM2 inh	SKN-1 block	Rpn11 block	FAS TE block
37	-3	6	+	23
38	8	5	i	7
39	-11	1	i	2
40	0	-5	i	-7
41	-2	-3	i	-3
42	-77	8	+	54*
43	1	4	i	-6
44	-2	1	i	2
45	-11	-10	i	-3
46	-20	-8	i	-6
47	-4	13	i	-4
48	1	-12	i	-3

Among those listed so far, three contain a COOH group.
cpd	Compound	MT1-MMP act inh	CSN inh	Neddylation inh	NadD inh	Rin1 Abl inh
15	COc1ccccc1-c1cc(C(F)(F)F)nc(S(=O)(=O)CCCC(=O)O)n1	-22	1	i	-6	-4
29	Cc1cc(C)n(CC(=O)NC2C(=O)N3C(C(=O)O)=C(CSc4nnc(C)s4)CSC23)n1 (stereo not drawn)	-5	3	i	-6	7
38	CCOc1ccc(Br)cc1S(=O)(=O)Nc1cccc(S(=O)(=O)Nc2ccccc2C(=O)O)c1	1	3	i	11	0

cpd	MLLE-PAM2 inh	SKN-1 block	Rpn11 block	FAS TE block
15	13	22	i	-5
29	35	6	i	-3
38	8	5	i	7

Continued:
cpd	Compound	MT1-MMP act inh	CSN inh	Neddylation inh	NadD inh	Rin1 Abl inh
49	O=C(COc1ccc2c3c(c(=O)oc2c1)CCC3)NCC(O)c1ccccc1 (stereo not drawn)	1	-1	i	-7	-1
50	Cc1cc(C)cc(CC2CC(=O)N(c3ccc([N+](=O)[O-])cc3)C2=O)c1 (stereo not drawn)	5	6	i	-3	-1
51	CCCCn1c(SCC(=O)Nc2cc(C)on2)nnc1-c1cccnc1	-5	-11	i	-12	3
52	Cc1ccccc1NC(=O)c1c(C)nn(-c2ccccc2)c1Cl	1	-1	i	-4	-1
53	CCC(C)Nc1nnnc2c1sc1nc3c(cc12)COC(C)(C)C3 (stereo not drawn)	6	-5	i	-1	1
54	O=C(CN1C(=O)NC2(CCCC2)C1=O)Nc1cccc(Cl)c1Cl	2	2	i	-5	3

cpd	MLLE-PAM2 inh	SKN-1 block	Rpn11 block	FAS TE block
49	-9	32	i	2
50	10	-11	i	16
51	0	4	i	-5
52	-7	6	i	32
53	-5	-7	i	-2
54	-4	1	i	-2

Compounds shown so far that have a tert-butyl group (2):
cpd	Compound	MT1-MMP act inh	CSN inh	Neddylation inh	NadD inh	Rin1 Abl inh
5	CC(C)(C)Cc1nnc(NC(=O)CCc2ccccc2)s1	3	1	i	-3	4
31	Cc1ccc2oc(=O)c(/C=C(\O)C(C)(C)C)nc2c1	2	2	i	-5	1

cpd	MLLE-PAM2 inh	SKN-1 block	Rpn11 block	FAS TE block
5	-1	4	i	-7
31	8	1	i	-6
